TRPC6 inhibitor: mouse TRPC6 channel inhibitors, primary screen, cell-based, HEK293, membrane potential dye; ACh-evoked depolarization; hits give low values; B-score at 10 µM; 310,000 tested, 1.1% active;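 active = B-score under library mean minus 3 SD, initial fluorescence not abnormally high, positive integrated signal ratio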;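 also: B-score derived from integrated fluorescence ratio over the kinetic read; more negative B-score means stronger inhibition of depolarization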
TRPC4 PAM: positive allosteric modulators of TRPC4, primary screen, cell-based, mouse TRPC4beta, HEK293 mu-opioid, Fluo-4 calcium; AID 2227, 2009; 310,000 tested, 0.42% active; B-score at 10 µM; DAMGO EC20, Fluo-4 Ca2+ flux; hits give high values; Short transient receptor potential channel 4 (Mus musculus), Q9QUQ5;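 active = B-score of calcium response area above 5 SD of library B-scores, with initial fluorescence ratio within 5 SD of library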;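 also: B-score of integrated fluorescence ratio over time as area under calcium response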
HIF activator: HIF pathway transcriptional activators, primary screen, cell-based, U2OS HRE-luciferase, luminescence. U2OS HRE-luciferase reporter; normalized: DMSO 0%, desferrioxamine 100%. activation, % at 7.5 µM (by protocol). 300,000 tested, 0.32% active. AID 1910, 2009;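 active = mean activation of at least 10% of the iron chelator positive control signal, with at least half of replicates also reaching 10%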
AI-2 QS modul: Vibrio harveyi AI-2 quorum sensing modulators, primary screen, JMH597 strain, luminescence/OD600 ratio; 300,000 tested, 0.4% active; activity change, % at 7.5 µM; Vibrio harveyi JMH597 AI-2 luminescence/OD600 ratio, 9 h; hits give low values; strain lacks LuxN and CqsS sensors; 0 = neutral-control median; in the data active = activity change below about -75%, passing the limit was not always enough;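 also: luminescence divided by OD600 gain over 9 h not by final OD600 alone; inactives centre near 13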
PolyA inh: polyadenylation inhibitors in yeast reporter cells, primary screen, luminescence, S. cerevisiae; S. cerevisiae SKY197-pL101 polyadenylation reporter, beta-gal luminescence; efflux-impaired pdr1/pdr3 knockout yeast; score 100 = 6 SD above DMSO; calls only at 12 µM; 300,000 tested, 0.02% active;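 active = lowest replicate activity score at least 50, where 100 means six control SD above control mean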;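 also: yeast exposed to compound for 9 h at 30 °C; higher score means more reporter readthrough which indicates perturbed polyadenylation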
MrgX1 PAM: positive allosteric modulators of MrgX1, primary screen, HEK293 cells, Fluo-4 calcium flux; Mas-related G-protein coupled receptor member X1 (Homo sapiens), Q96LB2; FDSS; hits give high values; B-score at 10 µM; 310,000 tested, 0.63% active; AID 588675, 2011;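 active = plate-corrected calcium response at least 3 library SD above typical, normal starting fluorescence, not activating the receptor alone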;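 also: compound read alongside a low EC10 to EC30 dose of BAM8-22 agonist; peak minus trough fluorescence over baseline measured at the second addition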
Target sequence (Q96LB2 whole entry, looked up): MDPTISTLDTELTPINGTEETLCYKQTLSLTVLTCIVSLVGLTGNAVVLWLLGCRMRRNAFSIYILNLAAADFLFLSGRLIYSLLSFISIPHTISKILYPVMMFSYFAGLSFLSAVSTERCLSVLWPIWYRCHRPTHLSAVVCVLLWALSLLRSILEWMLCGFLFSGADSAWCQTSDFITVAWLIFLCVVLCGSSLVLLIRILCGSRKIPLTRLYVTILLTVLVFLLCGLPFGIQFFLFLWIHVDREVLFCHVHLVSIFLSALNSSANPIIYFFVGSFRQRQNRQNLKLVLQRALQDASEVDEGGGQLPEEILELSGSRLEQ
MrgX1 ag: agonists of human MrgX1 receptor, primary screen, HEK293 cells, Fluo-4 calcium flux | Fluo-4 calcium fluorescence, agonist mode; hits give high values | B-score at 10 µM | 310,000 tested, 0.44% active | AID 588627, 2011;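 active = calcium response B-score plate-corrected fluorescence ratio at least 3 library SD, with starting fluorescence B-score inside 5 SD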
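Material – MrgX1-expressing HEK293 cells · Input – 15,000 cells seeded per well · Dosing – compound as first of three additions · Times – overnight seeding, then 1 h dark dye loading · Measured by – kinetic Fluo-4 NW fluorescence of intracellular calcium · Read-out – B-scored fluorescence response ratio · Benchmarks – positive and negative control wells on each plate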
TRPC6 activator: mouse TRPC6 channel activators, primary screen, cell-based, HEK293, membrane potential dye; Short transient receptor potential channel 6 (Mus musculus), Q61143; HEK293-TRPC6 membrane potential dye fluorescence; hits give high values; B-score at 10 µM; 310,000 tested, 0.13% active; AID 2550, 2010;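 active = B-score of the integrated fluorescence ratio above library mean plus 3 SD, and starting fluorescence ratio within library mean plus 5 SD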;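 also: higher score means more depolarization so channel activation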
TRPC4 act: activators of mouse TRPC4 channel, primary screen, Fluo4 calcium, HEK293 TRPC4beta/mu-opioid cells. Fluo4 calcium fluorescence; hits give high values. B-score at 10 µM. AID 2237, 2010. 310,000 tested, 0.49% active;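 active = B-score above 5 SD of library B-scores, and initial fluorescence ratio not above library mean plus 5 SD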;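 also: positive B-score marks a calcium rise read as TRPC4 activation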
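Test system: HEK293 cells stably co-expressing mouse TRPC4beta and mu-opioid receptor | Schedule: Fluo4 dye loading 45 min at room temperature, 110 s recording | Measured by: Kinetic Fluo4 calcium fluorescence, 5 s baseline at 1 Hz | Evaluation: B score of integrated ratio | Controls: Buffer (low) and maximal DAMGO (high)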
TRPC4 inh: inhibitors of mouse TRPC4 channel, primary screen, Fluo4 calcium, HEK293 TRPC4beta/mu-opioid cells; DAMGO-evoked Fluo4 calcium flux; hits give low values; 300,000 tested, 0.39% active; AID 2247, 2010; B-score at 10 µM; Short transient receptor potential channel 4 (Mus musculus), Q9QUQ5;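 active = B-score over 3 SD under the library average, no early fluorescence shift, positive overall ratio signal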
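Assay system – HEK293 line stably carrying TRPC4beta and mu-opioid receptor · Doses – single dose · Detection – Fluo4 calcium-dye fluorescence, kinetic read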
MrgX1 antagonist: antagonists of human MrgX1 receptor, primary screen, HEK293 cells, Fluo-4 calcium flux; Mas-related G-protein coupled receptor member X1 (Homo sapiens), Q96LB2; BAM8-22 antagonism; hits give low values; B-score at 10 µM; 310,000 tested, 1.3% active; AID 588676, 2011;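 active = calcium-response B-score plate-corrected more than 3 library SD below zero, starting fluorescence within 5 deviations, no agonist response on first addition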;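 also: peak minus trough fluorescence over baseline after final BAM8-22 challenge near maximal dose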
The depositor's hits bear a star; i = inactive; . = no result given.

SMILES	TRPC6 inhibitor	TRPC4 PAM	HIF activator	AI-2 QS modul	PolyA inh	MrgX1 PAM	MrgX1 ag	TRPC6 activator	TRPC4 act	TRPC4 inh	MrgX1 antagonist
Cc1cc(NS(=O)(=O)c2ccc(NC(=O)CSc3nnc(-c4ccco4)n3C)cc2)nc(C)n1	i	i	-0.3	22	i	i	i	i	i	i	i
COCCc1ncc(CN2CCC(C(=O)Nc3cccc(-c4cscn4)c3)CC2)cn1	i	i	0.1	12	i	i	i	i	i	i	i
COc1ccc(C(=O)c2c(N)sc3c2CCN(C)C3)cc1	i	i	-1.1	14	i	i	i	i	i	i	i
CC(=O)c1sc(NC(=O)COc2ccccc2)nc1C	i	i	4.3	13	i	i	i	i	i	i	i
CCN(CC)S(=O)(=O)c1cc(C(=O)Nc2ccc(Cl)cn2)ccc1C	i	i	1.9	37	i	20*	i	i	i	i	i
CC1CC(C)CN(C(=O)CN2CCN(Cc3ccc(Cl)cc3)C2=O)C1 (configuration not stated)	i	i	-0.7	48	i	i	i	i	i	i	i
CCOc1ccc(NS(=O)(=O)c2ccc3c(c2)N(C(C)=O)CCO3)cc1	i	i	0.1	.	i	i	i	i	i	i	i
CC(C(=O)Nc1cc([N+](=O)[O-])ccc1Cl)N1CCN(c2ccc(O)cc2)CC1 (configuration not stated)	i	i	-0.3	18	i	i	i	i	i	i	i
CCOc1ncccc1C(=O)OCc1ccc(C(=O)OC)o1	i	i	-0.2	14	i	i	i	i	i	i	i
Cc1cc(=O)oc2cc(NC(=O)c3cccc(S(=O)(=O)N(C)C)c3)ccc12	i	i	2.8	12	i	i	i	i	i	i	i
CCSc1nc2ccccc2n1C(=O)/C=C\c1ccc(OC)c(OC)c1	i	i	-0.7	1	i	i	i	i	i	i	i
COc1ccc(S(=O)(=O)NC(C)c2ccccc2)cc1C(=O)N1CCCCC1 (configuration not stated)	i	i	0.2	20	i	i	i	i	i	i	i
Cn1c(SCc2ccccc2)nc2ccsc2c1=O	i	i	0.0	15	i	i	i	i	i	i	i
CCOC(=O)c1sc(NC(=O)CSc2nc3cccnc3n2C)nc1C	i	i	-0.7	23	i	i	i	i	i	i	i
CCCC[n+]1ccn(-c2nc3ccccc3nc2[N-]S(=O)(=O)c2ccc(Br)cc2)c1	i	i	-0.2	16	i	i	i	i	i	i	i
CCc1ccc(OCC(=O)NCCOc2ccccc2)cc1	i	i	0.6	7	i	i	i	i	i	i	i
CCc1nnc(NC(=O)CSc2nnc(CSc3nc(C)cc(C)n3)n2C)s1	i	i	-0.4	36	i	i	i	i	i	i	i
COc1cc(OC)c(Cl)cc1N	i	i	-1.2	18	i	i	i	i	i	i	i
FC(F)(F)c1cccc(OCC2CNC(=S)O2)c1 (configuration not stated)	i	i	-1.8	8	i	i	i	i	i	i	i
Cc1ccccc1SCCNC(=O)c1ccccc1Br	i	i	1.1	20	i	i	i	i	i	i	i
O=C(Cc1csc(NC(=O)Nc2cccc(Cl)c2)n1)NC1CCCC1	i	i	2.2	5	i	i	i	i	i	i	i
Cn1c(-c2ccc(F)cc2)cnc1NCc1ccc(F)cc1F	i	i	1.8	21	i	.	.	i	i	-6*	.
CCOc1ccc(N2C(=O)CC(Sc3nccc(C)n3)C2=O)cc1 (configuration not stated)	i	i	-0.2	11	i	i	i	i	i	i	i
CC1CN(C(=O)c2ccc(COc3ccc4ccccc4c3)o2)CC(C)O1 (configuration not stated)	i	i	2.8	13	.	i	i	i	i	i	i
CCN(CC(=O)Nc1ccc(NC(C)=O)cc1)C(=O)c1cc(CN2C(=O)c3ccccc3C2=O)ccc1OC	i	i	-0.5	24	i	i	i	i	i	i	i
CCSC1=NC2(CCCCC2)Nc2sc3c(c21)CCCC3	i	i	-0.2	40	i	i	i	i	i	i	i
COc1ccccc1Nc1nc(N)nc(CN2CCC(Cc3ccccc3)CC2)n1	-6.5*	i	0.3	12	i	i	i	i	i	i	i
CCCC(C(=O)NCCC(C)C)N(Cc1ccc(F)cc1)C(=O)c1snc(C(N)=O)c1N (configuration not stated)	i	i	-1.2	23	i	i	i	i	i	i	i
CC(C)c1nc(SCC(=O)Nc2nccs2)c2ccccc2n1	i	i	1.2	.	i	i	i	i	i	i	i
CCOC(=O)C1(Cc2cccc(Cl)c2)CCCN(C(=O)c2cccnc2)C1 (configuration not stated)	i	i	0.2	10	i	i	i	i	i	i	i
CC(=O)c1cccc(NC(=S)N2CCC(Cc3ccccc3)CC2)c1	i	i	0.8	16	i	i	i	i	i	i	i
CCO[C@@H]1OC(C(=O)O)=C[C@H](c2csc3ccccc23)[C@H]1CCCO	i	i	-0.2	0	i	i	i	i	i	i	i
N#CCC(=N)N1CCN(c2ccccc2Cl)CC1	i	i	0.0	20	i	i	i	i	i	i	i
CCn1c(SCC(=O)Nc2ccc3c(c2)oc2ccccc23)nnc1-c1ccc(N)cc1	i	i	1.4	43	i	i	i	i	i	i	i
O=C(CN1CCC(C(=O)c2ccc(F)cc2)CC1)Nc1ccc(F)cc1	i	i	-0.8	0	i	i	i	i	i	i	i
CCCN1CCN(C(=O)c2cc(COc3ccc(F)cc3F)on2)CC1	i	i	0.0	0	i	i	i	i	i	i	i
Cc1ccc(C)c(OCc2cc(C(=O)N3CCN(c4ccccc4)CC3)no2)c1	i	i	3.3	19	i	i	i	i	i	i	i
CCC1(C)Cc2ccccc2-c2nc3n(c(=O)c21)CC(C(=O)O)S3 (configuration not stated)	i	i	-0.1	8	i	i	i	i	i	i	i
COc1cccc(Oc2nc3ncn(Cc4ccccc4)c3c(=O)n2C)c1	i	i	-0.2	15	i	i	i	i	i	i	i
CN(C)S(=O)(=O)c1cccc(NC(=O)CCCc2nc3ccccc3c(=O)[nH]2)c1	i	i	0.0	18	i	i	i	i	i	i	i
COC(=O)N1CCN(S(=O)(=O)c2ccc(F)cc2)CC1	i	i	-0.4	16	i	i	i	i	i	.	i
CC(=O)N1CCN2C(=O)C1CCCC(=O)c1cc(C3CCCCC3)ccc12 (configuration not stated)	i	i	-0.1	10	i	i	i	i	i	i	i
COc1ccc(N2C(=O)C3CCCN3C2c2ccc(C)cc2)cc1 (configuration not stated)	i	i	0.1	19	i	i	i	i	i	i	i
Cc1ccc(CNC(=O)c2cc(Cl)cc(Cl)c2)n1C	i	i	-1.0	-4	i	i	i	i	i	i	i
Cc1c(CN2CCN(c3cccc(C(F)(F)F)c3)CC2)c(=O)n(-c2ccccc2)n1C	i	i	-1.5	25	i	i	i	i	i	i	i

One compound at a time, from the list above.
Profile of `CN(C)S(=O)(=O)c1cccc(NC(=O)CCCc2nc3ccccc3c(=O)[nH]2)c1` : TRPC6 inhibitor: i; TRPC4 PAM: i; HIF activator: 0.0; AI-2 QS modul: 18; PolyA inh: i; MrgX1 PAM: i; MrgX1 ag: i; TRPC6 activator: i; TRPC4 act: i; TRPC4 inh: i; MrgX1 antagonist: i
Profile of `COc1cccc(Oc2nc3ncn(Cc4ccccc4)c3c(=O)n2C)c1` : TRPC6 inhibitor: i; TRPC4 PAM: i; HIF activator: -0.2; AI-2 QS modul: 15; PolyA inh: i; MrgX1 PAM: i; MrgX1 ag: i; TRPC6 activator: i; TRPC4 act: i; TRPC4 inh: i; MrgX1 antagonist: i

(cont.)
SMILES	TRPC6 inhibitor	TRPC4 PAM	HIF activator	AI-2 QS modul	PolyA inh	MrgX1 PAM	MrgX1 ag	TRPC6 activator	TRPC4 act	TRPC4 inh	MrgX1 antagonist
O=S(=O)(c1cccc(C(F)(F)F)c1)N1CCN(c2ccccc2)CC1	i	i	-0.2	1	i	i	i	i	i	i	i
CCc1ccc(-c2nc(CSCC(=O)N3CCN(c4ccccn4)CC3)c(C)o2)cc1	i	i	-1.3	17	i	i	i	i	i	i	-7.1*
O=C(COc1ccc(OCc2ccccc2)cc1)NC1CCOC1=O (configuration not stated)	i	i	-0.2	9	i	i	i	i	i	i	i
O=S(=O)(c1ccc(OCC2CO2)cc1)c1ccc(OCC2CO2)cc1 (configuration not stated)	i	i	0.5	19	i	i	i	i	i	i	i
O=C(c1ccc(COc2ccccc2Br)cc1)N1CCCCC1	i	10*	1.2	-7	i	i	i	i	i	i	i
COc1ccc(/C=C/C(=O)NCc2ccccn2)cc1	i	i	1.2	21	i	i	i	i	i	i	i
Cc1ccc(OC(=O)c2ccc(S(=O)(=O)N(C)C)cc2)c(-n2nc3ccccc3n2)c1	i	i	2.8	34	i	i	i	i	i	i	i
Cc1[nH]c2ccccc2c1SCC(=O)N1CCOCC1	i	i	0.2	25	i	i	i	i	i	i	i
Cc1ccc(NC(=O)CC2SC(=O)NC2=O)cc1 (configuration not stated)	i	i	-0.3	26	i	i	i	i	i	i	i
COCCSc1ccccc1C(=O)N1CCCC1	i	i	-0.3	6	i	i	i	i	i	i	i
Cc1onc(-c2c(F)cccc2Cl)c1C(=O)OCc1cnc(Cl)s1	i	i	-0.7	5	i	i	i	i	i	i	i
O=C(O)C1CCCCC1C(=O)NC1CCCCC1 (configuration not stated)	i	i	-0.1	6	i	i	i	i	i	i	i
O=C(NCc1ccc2c(c1)OCO2)C(=O)NCC1OCCN1S(=O)(=O)c1ccc(Cl)cc1 (configuration not stated)	i	i	-0.5	19	i	i	i	i	i	i	i
CN(C)c1ccc(C(C(=O)NC2CCCC2)N(C(=O)c2csnn2)C2CC2)cc1 (configuration not stated)	i	i	-0.3	19	i	i	i	i	i	i	i
COc1ccc(CN2CCN(Cc3ccco3)CC2)cc1	i	i	-6.4	21	i	i	i	i	i	i	i

Screens (PubChem BioAssay)

These rows are one share of the data (hit frequency here may not be typical).
